NCI-60 one-dose screen, 48 h, at 10 µM unless noted. Numbers give growth in % (100 = growth as untreated, 0 = no growth, -100 = all killed).
DU-145: DU-145 prostate cancer. 81,000 tested, 4.2% active
SNB-19: SNB-19 CNS cancer cells. 81,000 tested, 2.5% active
U251: U251 CNS tumor cells | 80,000 tested, 5.4% active | AID 1794753
SF-268: SF-268 CNS cancer cells | 82,000 tested, 3.1% active | AID 1794759
PC-3: PC-3 prostate cancer cells. 80,000 tested, 3.9% active. AID 1794754
HCC-2998: HCC-2998 colon cancer. 79,000 tested, 4.7% active. AID 1794799
SF-539: SF-539 CNS cancer. AID 1794752. 81,000 tested, 6.8% active
SF-295: SF-295 CNS cancer cells. AID 1794758. 79,000 tested, 5.6% active
SNB-75: SNB-75 CNS cancer | AID 1794750 | 79,000 tested, 5% active
The depositor's hits bear a star; . = not tested or not shown. How the source made its calls: active means growth percent below 10; inactive means the rest. No enrichment for hits. Share with any hit: about 9.9%.

1	Cc1c(C(=O)O)nnn1-c1nc(-c2ccccc2)cs1
2	O=C(O)c1ccc(NC(=O)c2ccc(-c3cccc([N+](=O)[O-])c3)o2)cc1
3	CCCCC[n+]1ccc(SCC(=O)N(C)c2ccc(C(F)(F)F)cc2)c2ccccc21
4	CCNc1cc2nc(-c3ccccc3)nn(-c3ccccc3)c-2cc1=O
5	COc1ccc(/C=C2\SC(=O)N(CC(=O)Nc3ccc(C(=O)/C=C/c4cc5ccccc5nc4Cl)cc3)C2=O)cc1
6	NCCCNc1nc2ccccc2c2c(=O)c3cc(F)cc(F)c3sc12
7	CCCS(=O)(=O)Oc1ccc(NC(=O)C2CCCCC2)cc1
8	O=C(c1cc(Br)c(O)c(Br)c1)c1ccccc1C(=O)c1cc(Br)c(O)c(Br)c1

compound no.	1	2	3	4	5	6	7	8
DU-145	108	105	95	101	101	73	98	104
SNB-19	101	92	91	102	95	87	99	95
U251	93	97	101	94	99	-69*	93	101
SF-268	102	99	106	93	96	82	97	103
PC-3	91	.	76	94	87	74	86	102
HCC-2998	108	99	93	96	109	75	105	107
SF-539	96	99	108	97	97	-92*	100	100
SF-295	110	99	83	105	92	105	97	93
SNB-75	84	88	112	103	83	75	102	68

9	Cc1ccc(N2CCN(C(C)C(N)=O)CC2)cc1 (configuration not stated)
10	COc1cc(-c2nn(-c3cccc(NC(=O)NCCNS(=O)(=O)c4ccc(Cl)cc4)c3)cc2-c2ccncc2)ccc1Cl
11	COc1ccc(OC)c(-c2cn3nc(-c4cn(C)c5ccc(Br)cc45)sc3n2)c1
12	O=C(Nc1ccc2ccccc2c1[N+](=O)[O-])c1ccccc1
13	C#C[C@]1(O)CC[C@H]2[C@@H]3CC=C4c5sc(-c6ccc7c(c6)OCO7)nc5CC[C@]4(C)[C@H]3CC[C@@]21C
14	COc1ccc2sc(NC(=O)CCCCCCNC(=O)C(O)(O)C(F)(F)F)nc2c1
15	CC(C)CNCC(=O)Nc1cccc(C(=O)OC(C)C)c1
16	CC(C)OCc1cc(CN2CCN(c3cccc(Cl)c3)CC2)c(O)c2ncccc12

compound no.	9	10	11	12	13	14	15	16
DU-145	116	12	109	110	20	4.7*	104	12
SNB-19	101	38	101	100	15	16	103	20
U251	107	-0.1*	94	98	-25*	-51*	101	-38*
SF-268	100	13	92	102	52	-0.6*	102	5.9*
PC-3	105	7.5*	.	76	-24*	34	86	-0.1*
HCC-2998	102	-9.5*	95	.	34	-46*	99	-22*
SF-539	110	-39*	92	94	-37*	6.9*	102	-7.0*
SF-295	103	-45*	101	98	-48*	-37*	99	-72*
SNB-75	.	0.9*	82	75	-3.4*	41	102	-25*

17	Clc1ccc(Cc2ccccn2)cc1
18	COc1ccc(/C=C/C(=O)c2cc(OC)c(OC)c(OC)c2)cc1OCC(=O)Nc1nc2ccc(OC(F)(F)F)cc2s1
19	CSc1ccc(N2C(N)=NC(N)=NC2(C)C)cc1
20	Cc1nc(-c2cc3ccccc3oc2=O)ccc1C(=O)/C=C/c1c[nH]c2ccccc12
21	COc1cc(/C=C2\Oc3cc(OCC(=O)c4ccc([N+](=O)[O-])cc4)ccc3C2=O)cc(OC)c1OC
22	CCc1c(C)c2ccc(O)c(N3C(=O)C(=O)N(c4ccccc4)C3=O)c2oc1=O
23	CCOC(=O)c1ccc(C(=O)O)cc1OC
24	CCN(CC)CCCC(C)Nc1nccc2cccc(Cl)c12 (configuration not stated)

compound no.	17	18	19	20	21	22	23	24
DU-145	113	-30*	101	107	104	100	112	114
SNB-19	98	13	75	99	105	106	102	94
U251	96	-46*	32	100	95	.	97	104
SF-268	104	9.9*	26	105	83	100	105	104
PC-3	94	33	35	103	88	89	89	82
HCC-2998	101	91	97	102	113	97	102	.
SF-539	99	-58*	65	103	102	102	106	108
SF-295	101	1.0*	74	100	109	88	98	103
SNB-75	102	-33*	77	96	114	77	99	109

25	COc1ccc(C(=O)NNC(=O)c2cccc3ccccc23)cc1
26	N#CCCSC(=S)N1CCCCC1
27	COc1ccc(C(=O)Nc2cccc(-c3cc(=O)c4ccccc4o3)c2)cc1OC
28	N#Cc1ccc(C(=O)c2c(N)c(C#N)cn2-c2ccc(Cl)cc2Cl)cc1
29	CCCN1C2CCC1/C(=C\c1ccc(OC)cc1)C1=C2[C@@H](c2ccc(OC)cc2)C(C#N)=C(N)O1 (some centres not stated)
30	COC(=O)C(=[N+]=[N-])C(=O)c1cccc([N+](=O)[O-])c1
31	O=C(Nc1ccc(O)c([N+](=O)[O-])c1)Nc1ccc(O)c([N+](=O)[O-])c1
32	Nc1ccccc1-c1n[nH]c(=O)[nH]c1=O

compound no.	25	26	27	28	29	30	31	32
DU-145	109	108	102	118	91	107	90	121
SNB-19	105	89	98	95	95	98	78	.
U251	105	95	97	101	.	90	75	94
SF-268	108	94	104	109	80	106	95	114
PC-3	100	89	95	99	80	70	83	97
HCC-2998	104	111	106	113	100	107	103	101
SF-539	91	104	95	101	90	106	93	101
SF-295	122	106	97	104	89	102	78	79
SNB-75	101	95	99	92	87	92	100	89

33	N#Cc1cnn2c(-c3ccc(Cl)cc3)nc(NCCc3ccccc3)nc12
34	CC[C@@](C)(Nc1ccnc(-c2c[nH]c3ncccc23)n1)C(=O)NCC(F)(F)F
35	CC1=CC(=C2C=CC(=O)C=C2)C=C(C)N1C
36	Cc1c(C(N)=O)sc2ncn(Cc3ccccc3)c(=O)c12
37	c1cc(-c2nnc3n2CCc2sccc2-3)ccn1
38	C/C(=C(/c1ccc(Cl)cc1)c1ccc(OCCN)cc1)c1cccc(O)c1
39	CCCCNC(=O)NS(=O)(=O)c1ccc(N2N=C(c3ccc(C)cc3)CCC2=O)cc1
40	COc1ccc(NC(=O)CSc2ccc(-c3ccc(OC)cc3)nn2)cc1

compound no.	33	34	35	36	37	38	39	40
DU-145	100	92	111	113	106	101	106	103
SNB-19	100	104	.	102	104	95	97	41
U251	97	82	101	97	99	87	104	65
SF-268	92	85	112	104	100	95	104	80
PC-3	74	81	.	113	93	80	104	108
HCC-2998	106	111	123	.	106	114	108	108
SF-539	98	88	106	95	106	94	108	60
SF-295	99	90	97	.	101	106	95	95
SNB-75	79	69	112	93	98	92	86	102

41	CCCCOc1ccc(C(=O)OC(C)CNCCC)cc1N (configuration not stated)
42	CC(C)CC(NS(=O)(=O)c1ccc(C(=O)Cc2ccccc2C(=O)O)cc1)C(=O)O (configuration not stated)
43	Nc1nc(NC2CC2)c2ncn(C3C=CC(CO)C3)c2n1 (configuration not stated)
44	COc1c(C)c2c(c(O)c1C/C=C(\C)CCC(=O)O)C(=O)OC2
45	Cc1cc(=O)oc2cc(OCCCCOc3ccc(/C=C/C(=O)Nc4ccccc4)cc3)ccc12
46	COc1ccc(C2=NN3C(C2)c2ccccc2OC32C(=O)Nc3ccccc32)cc1 (configuration not stated)
47	O=C1NC(c2ccccc2)(c2ccccc2)C(=O)N1Cc1ccc(Cl)cc1
48	CCOC(=O)CNc1ccc2c(c1)C(=O)c1ccccc1-2

compound no.	41	42	43	44	45	46	47	48
DU-145	109	111	126	51	84	110	107	106
SNB-19	104	94	112	42	71	101	97	110
U251	91	104	102	18	88	100	95	95
SF-268	97	107	126	35	78	101	106	100
PC-3	72	99	119	40	93	.	78	104
HCC-2998	103	103	103	33	103	102	99	102
SF-539	97	101	118	41	74	96	106	102
SF-295	98	103	106	17	90	103	84	120
SNB-75	96	111	117	48	110	94	82	97

49	CC1=Nc2cnc(Nc3cccc(S(=O)(=O)N4CCC(O)CC4)c3)nc2Nc2ccccc21
50	Cc1ccc2[nH]c(-c3ccc(S(C)(=O)=O)cc3)c(/C=N/N=C(N)N)c2c1
51	C1=CC2CCC1CC2c1ccccc1 (configuration not stated)
52	Cc1nc(/N=C(\N)NC(=O)Nc2ccccc2Cl)sc1C
53	Cc1cn2[nH]c(NN)nc2n1
54	CC(CC(C)(C)C)C(=O)O (configuration not stated)
55	CC1=CN2C(=NC(c3ccc(Cl)c(Cl)c3)=CC2c2ccc(Cl)cc2)S1 (configuration not stated)
56	COc1cc(C(C)O)ccc1O (configuration not stated)

compound no.	49	50	51	52	53	54	55	56
DU-145	91	48	128	13	107	113	99	110
SNB-19	93	57	106	44	100	99	98	100
U251	89	33	.	29	98	96	95	100
SF-268	76	62	111	61	99	111	102	109
PC-3	78	40	94	33	100	90	93	97
HCC-2998	108	74	101	33	108	111	116	111
SF-539	85	60	100	0.2*	95	96	101	103
SF-295	88	43	99	13	100	.	.	103
SNB-75	65	65	99	-29*	97	.	100	117

57	O=C(O)c1ccc(-n2cc(CO)c(-c3cccc(C(F)(F)F)c3)n2)cc1
58	O=C(NCCCl)c1cccc(Cl)c1
59	Cc1ccc(C(=O)c2ccc3nc(-c4ccc(Cl)cc4)n(C)c3c2)cc1
60	CS(=O)(=O)c1ccc(/C(=N/N=C(N)N)c2ccccc2)cc1

compound no.	57	58	59	60
DU-145	102	109	105	106
SNB-19	98	98	96	101
U251	104	100	90	93
SF-268	94	107	88	101
PC-3	114	95	89	101
HCC-2998	105	102	104	94
SF-539	88	104	97	103
SF-295	96	92	105	102
SNB-75	84	83	62	97

Molecules listed so far containing fluorine, in the order listed:
3	CCCCC[n+]1ccc(SCC(=O)N(C)c2ccc(C(F)(F)F)cc2)c2ccccc21
6	NCCCNc1nc2ccccc2c2c(=O)c3cc(F)cc(F)c3sc12
14	COc1ccc2sc(NC(=O)CCCCCCNC(=O)C(O)(O)C(F)(F)F)nc2c1
18	COc1ccc(/C=C/C(=O)c2cc(OC)c(OC)c(OC)c2)cc1OCC(=O)Nc1nc2ccc(OC(F)(F)F)cc2s1
34	CC[C@@](C)(Nc1ccnc(-c2c[nH]c3ncccc23)n1)C(=O)NCC(F)(F)F
57	O=C(O)c1ccc(-n2cc(CO)c(-c3cccc(C(F)(F)F)c3)n2)cc1

compound no.	3	6	14	18	34	57
DU-145	95	73	4.7*	-30*	92	102
SNB-19	91	87	16	13	104	98
U251	101	-69*	-51*	-46*	82	104
SF-268	106	82	-0.6*	9.9*	85	94
PC-3	76	74	34	33	81	114
HCC-2998	93	75	-46*	91	111	105
SF-539	108	-92*	6.9*	-58*	88	88
SF-295	83	105	-37*	1.0*	90	96
SNB-75	112	75	41	-33*	69	84
